Compound activity from PubChem.
IDH1 R132H inh: inhibitors of IDH1 R132H reductase, primary screen, biochemical, plate reader, single point | Isocitrate dehydrogenase [NADP] cytoplasmic (Homo sapiens), O75874 | diaphorase/resazurin fluorescence, 60 min | inhibition, % at 10 µM | actives 0.18% (n = 70,000); in the data active = inhibition above about 34%;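 also: 0% = DMSO and 100% = no enzyme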
EZH2 inh: EZH2/PRC2 methyltransferase inhibitors, primary screen, biochemical, DELFIA time-resolved fluorescence, single point; Histone-lysine N-methyltransferase EZH2 (Homo sapiens), Q15910; PRC2 H3K27 methylation, DELFIA TRF, 1 h; inhibition, % at 12.5 µM; actives 0.35% (n = 57,000); AID 651548, 2012;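 active = mean inhibition of replicates at least 50% and every single replicate also reaching 50%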;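 also: dimethyl H3K27 on biotinylated H3 21-44 peptide detected by antibody; plate controls were median neutral control wells for no effect and median positive control wells for full effect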
Target sequence (Q15910 whole entry, looked up): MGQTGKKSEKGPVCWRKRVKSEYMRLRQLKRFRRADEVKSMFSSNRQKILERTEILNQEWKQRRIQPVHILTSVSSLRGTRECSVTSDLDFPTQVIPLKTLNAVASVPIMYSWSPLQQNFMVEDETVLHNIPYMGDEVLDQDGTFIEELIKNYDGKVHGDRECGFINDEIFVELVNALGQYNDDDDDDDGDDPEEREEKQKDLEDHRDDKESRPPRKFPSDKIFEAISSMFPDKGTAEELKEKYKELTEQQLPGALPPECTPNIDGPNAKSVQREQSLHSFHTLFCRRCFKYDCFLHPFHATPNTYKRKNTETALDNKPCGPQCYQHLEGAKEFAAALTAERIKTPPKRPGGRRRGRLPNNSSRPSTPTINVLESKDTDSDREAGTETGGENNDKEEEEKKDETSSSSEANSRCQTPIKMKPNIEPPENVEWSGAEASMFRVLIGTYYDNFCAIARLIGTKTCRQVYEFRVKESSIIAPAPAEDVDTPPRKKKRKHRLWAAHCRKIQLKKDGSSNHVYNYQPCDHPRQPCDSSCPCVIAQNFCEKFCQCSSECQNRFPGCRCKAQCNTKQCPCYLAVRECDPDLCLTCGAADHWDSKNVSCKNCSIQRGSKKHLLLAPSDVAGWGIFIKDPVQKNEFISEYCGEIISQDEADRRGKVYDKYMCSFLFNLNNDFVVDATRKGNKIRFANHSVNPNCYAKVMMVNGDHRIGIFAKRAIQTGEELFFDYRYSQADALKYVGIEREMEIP
Active calls of the source: *; · = not tested or not shown; & = joins results of further samples.

SMILES	IDH1 R132H inh	EZH2 inh
CCOc1ccc(Br)cc1S(=O)(=O)NC1CC(C)(C)NC(C)(C)C1	15	-1
O=C(Nc1ccc2c(c1)[C@H]1C[C@H](CC(=O)N3CCc4ccccc4C3)O[C@H](CO)[C@H]1O2)C1CCC1	1.5	2
C[C@@H]1CN([C@H](C)CO)S(=O)(=O)c2ccc(-c3cccc(F)c3)cc2O[C@H]1CN(C)C(=O)Nc1cc(F)ccc1F	4.1	-6
COC(=O)c1cccc(-n2c(CCC(=O)O)ccc2-c2cccs2)c1	0.3	-7
COc1ccc(S(=O)(=O)N(C)C[C@H]2Oc3c(NC(=O)c4ccncc4)cccc3C(=O)N([C@@H](C)CO)C[C@H]2C)cc1	1.5	·
O=C(C[C@@H]1C=C[C@H](NC(=O)c2ccncc2)[C@H](CO)O1)NCCc1ccncc1	0.6	5
COCC#Cc1ccc2c(c1)O[C@@H](CN(C)C(=O)c1ccccc1F)[C@@H](C)CN([C@H](C)CO)S2(=O)=O	0.1	-3
COCC#Cc1cnc2c(c1)C(=O)N([C@H](C)CO)C[C@@H](C)[C@@H](CN(C)Cc1ccc(F)cc1)O2	0.7	·
COCC(=O)N(C)C[C@@H]1Oc2cc(-c3ccncc3)ccc2S(=O)(=O)N([C@@H](C)CO)C[C@@H]1C	-0.5	6
C[C@@H]1CN([C@@H](C)CO)C(=O)Cc2cc(NC(=O)Cc3ccccc3)ccc2O[C@@H]1CN(C)CC1CCCCC1	·	-18
Cc1ccc(S(=O)(=O)Nc2ccc3c(c2)C(=O)N([C@H](C)CO)C[C@@H](C)[C@@H](CN(C)S(=O)(=O)c2ccc(Cl)cc2)O3)cc1	-0.1	·
CCC(=O)N[C@H]1CC[C@H](CC(=O)NCc2cc(F)cc(F)c2)O[C@H]1CO	0.0	15
CC(C)CC#Cc1cnc2c(c1)C(=O)N([C@@H](C)CO)C[C@@H](C)[C@@H](CN(C)Cc1ccc(F)cc1)O2	-0.6	-18
Cc1noc(C)c1S(=O)(=O)N(C)C[C@@H]1Oc2ccc(NS(=O)(=O)c3ccccc3)cc2CC(=O)N([C@H](C)CO)C[C@H]1C	-0.5	·
COc1ccc(NC(=O)N[C@H]2C=C[C@@H](CC(=O)NCc3ccccn3)O[C@@H]2CO)cc1	0.1	-5
Cc1ccc(S(=O)(=O)Nc2ccc3c(c2)C(=O)N([C@@H](C)CO)C[C@@H](C)[C@@H](CN(C)Cc2ccc4c(c2)OCO4)OCCCC[C@@H](C)O3)cc1	5.1	·
COc1ccccc1CNC(=O)C[C@@H]1C=C[C@@H](NC(C)=O)[C@H](CO)O1	-0.3	-14
COCC(=O)Nc1ccc2c(c1)OC[C@@H](C)N(C(=O)Cc1cccnc1)C[C@@H](C)[C@@H](OC)CN(C)C2=O	0.1	-2
COc1ccc(-n2c(CSc3nnc(-c4ccc(OC)c(OC)c4)n3-c3ccccc3)n[nH]c2=S)cc1	6.1	7
C[C@@H]1CN([C@H](C)CO)C(=O)c2cc(NC(=O)C3CCCCC3)ccc2O[C@@H]1CN(C)CC1CCCCC1	2.2	·
COc1ccc(-c2ccc3c(c2)O[C@H](CN(C)C(=O)Nc2ccccc2F)[C@@H](C)CN([C@H](C)CO)S3(=O)=O)cc1	0.8	-8
COc1ccc(NC(=O)Nc2ccc3c(c2)[C@@H]2C[C@H](CC(=O)O)O[C@@H](CO)[C@@H]2O3)cc1	-0.5	-1
COc1ccc(NC(=O)Nc2ccc3c(c2)C(=O)N([C@@H](C)CO)C[C@@H](C)[C@@H](CN(C)Cc2ccc(C(=O)O)cc2)O3)cc1	-0.4	·
O=C1c2cccc3cccc(c23)C(=O)N1CCCSc1nnc(-c2ccncc2)n1-c1ccccc1	-1.1	-6
C[C@@H]1CCCCO[C@H](CN(C)Cc2ccc(C(=O)O)cc2)[C@@H](C)CN([C@@H](C)CO)C(=O)c2cc(NC(=O)CCC(F)(F)F)ccc2O1	4.3	·

The last five entries of the part above open the next one:
SMILES	IDH1 R132H inh	EZH2 inh
COc1ccc(-c2ccc3c(c2)O[C@H](CN(C)C(=O)Nc2ccccc2F)[C@@H](C)CN([C@H](C)CO)S3(=O)=O)cc1	0.8	-8
COc1ccc(NC(=O)Nc2ccc3c(c2)[C@@H]2C[C@H](CC(=O)O)O[C@@H](CO)[C@@H]2O3)cc1	-0.5	-1
COc1ccc(NC(=O)Nc2ccc3c(c2)C(=O)N([C@@H](C)CO)C[C@@H](C)[C@@H](CN(C)Cc2ccc(C(=O)O)cc2)O3)cc1	-0.4	·
O=C1c2cccc3cccc(c23)C(=O)N1CCCSc1nnc(-c2ccncc2)n1-c1ccccc1	-1.1	-6
C[C@@H]1CCCCO[C@H](CN(C)Cc2ccc(C(=O)O)cc2)[C@@H](C)CN([C@@H](C)CO)C(=O)c2cc(NC(=O)CCC(F)(F)F)ccc2O1	4.3	·
Nc1c2c(nc3ccccc13)CCCC2	1.3	·
C[C@@H]1CN([C@H](C)CO)C(=O)c2cc(C#Cc3ccccn3)cnc2O[C@H]1CN(C)C(=O)c1cnccn1	-15	17
O=C(C[C@@H]1C=C[C@H](NC(=O)CCN2CCCCC2)[C@@H](CO)O1)NCc1ccc(Cl)c(Cl)c1	0.0	-4
COC(=O)C(CC#Cc1ccc2c(c1)[C@]1(C(=O)N2)[C@H](C(=O)N2CCCCCCC2)[C@H]2C(=O)O[C@H](c3ccccc3)[C@H](c3ccccc3)N2[C@@H]1c1ccc(OCCO)cc1)C(=O)OC	·	-23
C[C@H]1CN([C@@H](C)CO)C(=O)c2cc(NC(=O)Nc3cccc4ccccc34)ccc2O[C@@H]1CN(C)C(=O)Nc1ccccc1	-4.8	-24
Cc1ccc(S(=O)(=O)N(C)C[C@@H]2Oc3cc(C#Cc4ccccc4)ccc3S(=O)(=O)N([C@H](C)CO)C[C@H]2C)cc1	-0.2	·
C[C@H](CO)N1C[C@H](C)[C@H](CN(C)Cc2cccc(C(F)(F)F)c2)Oc2ncc(/C=C/c3ccccc3)cc2C1=O	0.0	·
CC(C)CC#Cc1ccc2c(c1)O[C@@H](CN(C)S(=O)(=O)c1ccc(F)cc1)[C@H](C)CN([C@@H](C)CO)S2(=O)=O	0.0	-1
CO[C@@H]1CN(C)C(=O)c2ccc(NS(=O)(=O)CC(F)(F)F)cc2OC[C@@H](C)N(Cc2nccs2)C[C@@H]1C	0.1	5
C[C@@H]1CN([C@H](C)CO)C(=O)c2cccc(NC(=O)NC3CCCCC3)c2O[C@@H]1CN(C)Cc1ccccc1	0.5	7
C[C@H]1CN([C@@H](C)CO)S(=O)(=O)c2ccc(C#CC3CC3)cc2O[C@H]1CN(C)C(=O)c1cccc(F)c1	·	-3
Cc1ccc(-c2cnc3c(c2)C(=O)N([C@H](C)CO)C[C@@H](C)[C@H](CN(C)CC2CCCCC2)O3)cc1	3.6	·
COc1ccc(CNC2C3CC4CC(C3)CC2C4)c(OC)c1C (stereo not given)	-2.5	-5
Cc1cccc(Cn2c(NCCCO)nc3c2c(=O)n(C)c(=O)n3C)c1	-0.2	3
C[C@@H]1CN([C@H](C)CO)S(=O)(=O)c2ccc(-c3ccncc3)cc2O[C@H]1CN(C)C(=O)C1CCC1	·	13
COc1ccc(NC(=O)Nc2ccc3c(c2)C(=O)N([C@H](C)CO)C[C@H](C)[C@H](CN(C)C(=O)NC(C)C)OCCCC[C@H](C)O3)cc1	0.9	·
C[C@@H]1CN([C@H](C)CO)C(=O)c2cc(-c3ccncc3)cnc2O[C@@H]1CN(C)C(=O)C1CCC1	·	-1
O=C(C1=C[C@H](c2ccccc2)C[C@H](OCc2ccc(CO)cc2)O1)N1CCN(Cc2ccc3c(c2)OCO3)CC1	·	14&4
C[C@H]1CN([C@@H](C)CO)C(=O)Cc2cc(NC(=O)Nc3cccc4ccccc34)ccc2O[C@@H]1CN(C)C(=O)Nc1ccc2c(c1)OCO2	-0.2	·
CO[C@H]1CN(C)C(=O)c2cc(NC(=O)Cc3ccccc3)ccc2OC[C@H](C)N(C)C[C@@H]1C	0.1	4
CC(=O)N(C)C[C@@H]1Oc2cc(C#C[C@@H](C)O)ccc2S(=O)(=O)N([C@H](C)CO)C[C@H]1C	-0.5	1
COc1ccc(CN(C)C[C@@H]2Oc3ccc(NS(=O)(=O)c4ccccc4)cc3CC(=O)N([C@H](C)CO)C[C@H]2C)cc1	-0.2	·
COc1ccc(-c2cnc3c(c2)C(=O)N([C@@H](C)CO)C[C@H](C)[C@H](CN(C)S(=O)(=O)c2ccc(OC)cc2)O3)cc1	0.0	-3
COc1ccc2c(c1)OCC(Cc1ccc(OC)c(OC)c1)C2=O (stereo not given)	-0.3	·
COc1ccc(CN(C)C[C@@H]2Oc3ccc(NS(=O)(=O)c4ccc(F)cc4)cc3C(=O)N([C@H](C)CO)C[C@@H]2C)cc1	·	-7
C[C@@H]1CN([C@H](C)CO)C(=O)Cc2cc(NC(=O)Cc3ccccc3)ccc2O[C@H]1CN(C)C	-0.2	-6
CC(C)NC(=O)Nc1ccc2c(c1)C(=O)N([C@@H](C)CO)C[C@H](C)[C@H](CN(C)C(=O)c1ccncc1)OCCCC[C@@H](C)O2	1.4	-10
O=C1CC(Cc2ccccc2)C(=O)N1CCCn1ccnc1 (stereo not given)	8.6	-6
COc1ccc(C(=O)CC2(O)C(=O)N(Cc3ccccc3)c3ccc(Br)cc32)cc1[N+](=O)[O-] (stereo not given)	-0.3	-19
Cc1nnc(SCC(=O)Nc2cccc(Cl)c2Cl)n1-c1ccc(F)cc1	-0.1	8
Cc1noc(C)c1S(=O)(=O)Nc1ccc2c(c1)CC(=O)N([C@H](C)CO)C[C@@H](C)[C@H](CN(C)Cc1ccc(C(=O)O)cc1)O2	2.2	·
COc1ccc(NC(=O)Nc2ccc3c(c2)C(=O)N([C@@H](C)CO)C[C@@H](C)[C@@H](CN(C)Cc2ccccc2)O3)cc1	-0.2	-3
CCC(=O)N(C)C[C@@H]1Oc2ncc(Br)cc2C(=O)N([C@@H](C)CO)C[C@H]1C	·	2
Cc1ccnc(NS(=O)(=O)c2ccc(N)cc2)n1	0.3	·
Cc1ccc(S(=O)(=O)N(C)C[C@H]2Oc3ccc(NS(=O)(=O)c4ccc(Cl)cc4)cc3CC(=O)N([C@@H](C)CO)C[C@H]2C)cc1	-0.9	·
Cn1c(=O)c2c(n(C)c1=O)n(C)c(=O)n2C	0.2	·
CCC(=O)N1CCN(c2ccc(Cl)cc2NC(=O)COc2ccc(Br)cc2)CC1	0.4	9
C/C=C/c1ccc2c(c1)O[C@@H](CN(C)C(=O)CN1CCOCC1)[C@@H](C)CN([C@H](C)CO)S2(=O)=O	0.0	·
Cc1nn(S(=O)(=O)N(C)C)c(C)c1CN1C(=O)c2ccccc2C1=O	0.0	4
C[C@@H]1CCCCO[C@H](CN(C)Cc2ccc(Cl)c(Cl)c2)[C@@H](C)CN([C@@H](C)CO)C(=O)c2cc(NC(=O)CCC(F)(F)F)ccc2O1	-0.1	·
CC(C)(C)NC(=O)Cn1cc(C(=O)c2ccco2)c2ccccc21	0.1	6
O=C(C[C@@H]1CC[C@@H](NS(=O)(=O)c2ccc(F)cc2)[C@H](CO)O1)N1CCN(c2ccccc2)CC1	-0.3	-6
CN1CCN(C2=Nc3cc(F)ccc3Cc3ccccc32)CC1	1.3	-15
C[C@H]1CN([C@@H](C)CO)C(=O)Cc2cc(NC(=O)Nc3ccccc3)ccc2O[C@@H]1CN(C)C(=O)Nc1cccc2ccccc12	-0.2	·
Cc1noc(C)c1NC(=O)Nc1ccc2c(c1)CC(=O)N([C@@H](C)CO)C[C@H](C)[C@@H](CN(C)C(=O)Nc1ccccc1)O2	-0.1	·
COc1ccc2ncc3c(c2c1)-c1cc(Cl)ccc1OC3	-0.3	8
COCC#Cc1cnc2c(c1)C(=O)N([C@H](C)CO)C[C@H](C)[C@@H](CN(C)C(=O)C1CCC1)O2	·	2
O=C(Cc1ccccn1)N[C@H]1CC[C@@H](CCNS(=O)(=O)c2cccc(F)c2)O[C@@H]1CO	2.1	-9
Cc1ccc(-c2ccc3c(c2)O[C@@H](CN(C)Cc2ccccn2)[C@@H](C)CN([C@@H](C)CO)S3(=O)=O)cc1	·	-3
COCC(=O)Nc1ccc2c(c1)C(=O)N(C)C[C@H](OC)[C@@H](C)CN(Cc1ccccc1F)[C@@H](C)CO2	0.1	-2

Further structures
SMILES	IDH1 R132H inh	EZH2 inh
CCc1c(C)nc(Nc2nc(C)c3ccc(OC)cc3n2)[nH]c1=O	5.4	·
C[C@H]1CN([C@@H](C)CO)C(=O)Cc2cc(NC(=O)CCCCCC(=O)Nc3ccccc3N)ccc2O[C@H]1CN(C)Cc1ccc(Cl)c(Cl)c1	·	-47
Cc1ccc(-c2ccc3c(c2)O[C@@H](CN(C)Cc2cncnc2)[C@H](C)CN([C@H](C)CO)S3(=O)=O)cc1	-0.3	1
COc1ccc(S(=O)(=O)N(C)C[C@H]2Oc3ccc(NC(=O)C4CCCCC4)cc3C(=O)N([C@@H](C)CO)C[C@@H]2C)cc1	0.1	·

Single records (already shown).
Entry for `COc1ccc(S(=O)(=O)N(C)C[C@H]2Oc3ccc(NC(=O)C4CCCCC4)cc3C(=O)N([C@@H](C)CO)C[C@@H]2C)cc1` : IDH1 R132H inh: 0.1; EZH2 inh: ·
Entry for `C[C@H]1CN([C@@H](C)CO)C(=O)Cc2cc(NC(=O)CCCCCC(=O)Nc3ccccc3N)ccc2O[C@H]1CN(C)Cc1ccc(Cl)c(Cl)c1` : IDH1 R132H inh: ·; EZH2 inh: -47

These rows are one share of the data, so the mix of outcomes need not match the whole.
